A549 viability = counter-screen for Nrf2 inhibitors: cytotoxicity in A549 cells | A549 ARE-Fluc cells, CellTiter-Fluor viability, 18-24 h | Potency, µM (highest dose often 46 µM), inactives show at the highest dose activity change, negative = cytotoxicity, most hits filed as inhibitors | hit rate 0.16% among 390,000 | AID 504648; note: potency is the fitted concentration of half-maximal effect; % is set by controls: 0 for no effect and ±100 for the full control effect
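A549 ARE-Fluc cells in 5% FBS OPTI-MEM, 5000 cells/well, rested 2 h then exposed to compounds in concentration-response for 18-24 h at 37 °C. Viability by CellTiter-Fluor fluorescence (Ex 405/Em 525) after 30 min; luciferase luminescence (BugLite, 15 min, RT) read afterwards.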
S2 tox = viability counter-screen for ATXN expression inhibitors; S2 cells (HEK-293 line with an ATXN2-luciferase reporter) viability, CellTiter-Fluor protease fluorescence, 24 h; Potency, µM (highest dose often 56.7 µM), actives largely listed as cytotoxic; hit rate 0.49% among 400,000; AID 651635; note: potency is the fitted concentration of half-maximal effect; nearly all actives have a fitted effect of over 40% in size
HepG2 viability = counter-screen for TGF-b inhibitors: cytotoxicity in HepG2 cells. AID 588856. hit rate 0.76% among 410,000. Potency, µM (doses to about 46.1 µM), for inactives: at the top dose activity change, negative = cytotoxicity, usual class: cytotoxic. HepG2 CAGA-GFP viability, ATP luminescence, 18 h; note: potency is the fitted concentration of half-maximal effect; some results filed as inactive show a strong effect at the top dose
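CellTiter-Glo luminescence gave cytotoxicity after 18 hours at 37 degrees C. The cells were HepG2 CAGA-GFP in 1% FBS DMEM, stimulated with 500 pg/mL TGF-beta after compound addition. %Activity was normalised to no-cell wells (complete cell-killing) and DMSO (no toxicity), and curves were fitted and classified.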
CCT modulator = modulators of cytosolic chaperonin (CCT/TRiC) activity | purified chaperonin ATPase assay, HTRF ADP detection, 30 min | activity change, % (test concentration not listed), hits read low | AID 651819 | hit rate 0.3% among 360,000; in the data active = activity change below about -30%; note: % is set by controls: 0 for no effect and ±100 for the full control effect
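ATPase activity: ADP formed was measured by HTRF Transcreener (665/615 nm ratio) after 30 min at 37 deg C with 10 uM ATP. Compounds screened at one 76 uM concentration against 40 or 20 nM TRiC in Tris pH 7.4/KCl/MgCl2/DTT buffer.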
Nrf2 inh = Nrf2 pathway inhibition | A549 ARE-Fluc reporter, luciferase luminescence, 18-24 h | Potency, µM (doses to about 46 µM), for inactives: at the top dose activity change, negative = inhibition, usual class: inhibitors | hit rate 2.1% among 360,000 | AID 504444; note: potency is the fitted concentration of half-maximal effect; % is set by controls: 0 for no effect and ±100 for the full control effect; nearly all actives have a fitted effect of over 60% in size
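Nrf2 function is reported as luminescence of an ARE-controlled luciferase in A549 cells. Compounds were tested at several concentrations, and a CellTiter-Fluor read on the same wells flagged cytotoxicity.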
MmCpn inh = M. maripaludis TRiC chaperonin inhibition; purified Mm-Cpn ATPase, ADP Transcreener TR-FRET; AID 504842; hit rate 0.031% among 330,000; Potency, µM (titrated, usually from 76.9 µM), for the others: at the highest dose activity, negative = inhibition, hits mostly inhibitors; note: potency is the fitted concentration of half-maximal effect; % is set by controls: 0 for no effect and ±100 for the full control effect; nearly all actives have a fitted effect of over 80% in size
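TR-FRET (320 nm excitation; 590 and 665 nm emission) reports ADP made from 10 uM ATP by 25 nM enzyme; compounds were preincubated 10 min, reaction run 30 min, both at 37°C.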
TGFb inhibitor = inhibitors of TGF-b signaling; Potency, µM (titrated, usually from 46.1 µM), inactives show at the highest dose activity, negative = inhibition, usual class: inhibitors; HepG2 CAGA-GFP TGF-b/SMAD3 reporter, GFP fluorescence, 18 h; TGF-beta stimulated, 500 pg/mL final; hit rate 1.2% among 410,000; AID 588855; note: potency is the fitted concentration of half-maximal effect; % is set by controls: 0 for no effect and ±100 for the full control effect; nearly all actives have a fitted effect of over 65% in size
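Smad-responsive CAGA-GFP expression was quantified in HEPG2 cells exposed to compounds and 500 pg/mL final TGF-beta for 18 h at 37 degrees C; unstimulated wells defined full inhibition.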
Nrf2 activator = Nrf2 pathway activation. Potency, µM (series often up to 46.1 µM), for inactives: at the highest dose activation, usual class: activators. AREc32 ARE-luciferase reporter (MCF7-derived line), luminescence, 24 h. AID 624171. hit rate 0.31% among 410,000; note: potency is the fitted concentration of half-maximal effect; % of control where 0% means no effect; nearly all actives have a fitted effect of over 65% in size
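Reporter line AREc32 (ARE-Fluc), seeded overnight in OPTI-MEM with 5% FBS; compound pin-transferred, 24 hr at 37 deg C, 5% CO2; luminescent read-out.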
pAkt inh = blocks phosphorylation of Akt; Neuro2A IGF-stimulated pAkt S473 HTRF, 20 min; stronger effect = lower value; activity change, % for hits at 50 µM; hit rate 0.32% among 360,000; AID 651550; in the data active = activity change below about -80%; inconclusive = mostly about -51% to -80%; note: % is set by controls: 0 for no effect and ±100 for the full control effect
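Neuro2A cells (4,500/well, DMEM with 0.5% FBS) were treated with compound at a single 50 µM final concentration, stimulated with 6 nM IGF for 20 min at 37 °C, and lysed. Phospho-Akt Ser473 was read by HTRF as 665/615 ratio ×10^4.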
Numbers without * were called inactive; i = inactive; ? = inconclusive; / = no result given; & = joins results of further samples; [ ] = another dose, or the depositor's remark. Unless noted, calls come from the whole dose curve; as a rule, active = well fitted curve in the direction sought with a large enough effect; inconclusive = small, poorly fitted or top-dose-only effect, or another doubt; inactive = no such curve, though single readings can be large; an effect the other way counts as inactive or inconclusive. Compounds as they come (roughly 4.4% active in at least one column).

SMILES	A549 viability	S2 tox	HepG2 viability	CCT modulator	Nrf2 inh	MmCpn inh	TGFb inhibitor	Nrf2 activator	pAkt inh
CCNc1ccc(C(=O)OCC)cc1NC(=O)c1cccc(S(=O)(=O)N(C)c2ccccc2)c1	6%	i	10%	1.0	-16%	1%	-4%	-0.3%	i
CCNC(=O)N(C)C[C@H]1N[C@@](C)(C(=O)OC)[C@H]2C(=O)N(Cc3ccccc3)C(=O)[C@@H]12	0%	i	0%	-1.2	9%	1%	-2%	-0.8%	i
COc1cc(C2C3=C(CCCC3=O)Nc3[nH]n(-c4ccccc4)c(=O)c32)cc(OC)c1OC (centres undefined)	-3%	i	6%	1.0	7%	-4%	?	0.4%[9.22 µM]	i
Cc1cccc(C)c1Cn1c(C)c(C(=O)NCc2cccc(Cl)c2)sc1=O	/	i	3%	2.2	/	/	-14%	2.2%	i
Cc1ccc(NC(=O)Cn2ncn3c(cc4ccccc43)c2=O)c(C)c1	16%&3%	i	-28%&-22%	-1.4	5%&-3%	-7%	2%&0%	-0.9%&2.0%	i
Cc1cc(C[n+]2ncsc2N)c2ncccc2c1	0%	i	-17%	-1.2	-3%	-5%	-1%	0.1%	i
CCOc1ccc(-c2c(=O)n(O)c3ccccc3[n+]2[O-])cc1	0%	i	-7%	-1.4	?	-2%	-3%	6.8%	i
N#Cc1ccccc1OCC(=O)OCCCOC(=O)COc1ccccc1C#N	-2%	i	-4%	-1.4	?	1%	-6%	-0.3%	i
CCOC(=O)c1cc2c(=O)n3ccccc3nc2n(CCCOC)c1=NC(=O)C(C)(C)Oc1ccc(Cl)cc1	-2%	i	0%	/	-7%[9.27 µM]	/	6%	0.8%	/
COc1ccc(OC)c(Nc2nc(N)c([N+](=O)[O-])c(NC3CCCCC3)n2)c1	-2%	i	28%	1.0	1%	5%	-2%	3.7%	i
CN(c1ccc(C(=O)N2CCN(Cc3ccccc3)CC2)cc1)S(=O)(=O)c1ccc(Cl)cc1	-2%	i	0%	-1.1	?	1%	?	-0.4%	i
COC(=O)c1ccc(S(=O)(=O)N2CCCCCC2)n1C	-3%	?	8%	1.1	-7%	0%	-18%	0.3%	i
CCOC(=O)C1=CCN(S(=O)(=O)c2ccccc2[N+](=O)[O-])C1c1ccc(C)cc1 (centres undefined)	/	?	-4%	-0.9	/	/	?	12%	i
COc1ccc(N=C2SC(C(=O)N3CCN(c4ccccc4)CC3)CC(=O)N2C)cc1 (centres undefined)	1%	i	-7%	-2.9	-17%	1%	5%	0.4%	i
CC(C)(C)OC(=O)NCCCCCc1nnc(SCC(=O)Nc2cccc(Cl)c2)o1	-14%	i	-26%	-1.6	?	2%	-26%	0.6%	i
Cc1ccc(SCc2cc(=O)[nH]c(/N=C(\N)Nc3cccc4ccccc34)n2)cc1	10%	i	-5%	0.7	11%	2%	-2%	0.0%	i
CC(=O)Cn1cnc2c(cnn2-c2ccc(F)cc2)c1=O	/	i	-16%	1.8	/	/	-17%	4.2%	i
C=CCC(O)[C@H](Cc1cnc2ccccc2c1)[C@H](/C=C/CCCC)c1ccccc1 (some centres undefined)	3%	/	-19%	/	6%	/	?	/	/
CCc1nc2ccc(C(=O)Nc3cccc(OCC(=O)N(C)C)c3)cn2c1N(C)Cc1ccc(OC)cc1	/	?	-25%	0.3	/	/	3%	3.4%	/
Brc1ccc(C2=Nc3cccc4cccc(c34)N2)o1	-11%	?	-33%	-44*	?	0%	10%	4.1%	i
Fc1ccc(-c2nnc(CN3CCC(c4nc5ccccc5s4)CC3)o2)cc1	-20%	i	-10%	1.1	?	2%	-16%	2.6%	i
CC(C)C[C@H]1CNC(=S)N1CC1CCCN1C[C@H](Cc1ccccc1)N1C[C@H](Cc2ccc(O)cc2)N(CC2CCCCCC2)C1=S (some centres undefined)	-18%	i	-26%	1.7	?	/	6.3µM*	0.5%	i
O=C(OCc1ccccn1)c1ccc(COc2ccccc2Cl)o1	0%	?	0%	-0.2	-1%	-3%	0%	-0.4%	i
CCCCC1=NN(C(=O)c2cocc2C)C(O)(C(F)(F)F)C1 (centres undefined)	3%	i	-3%	1.7	19%	0%	-11%	-0.1%	i
O=C(c1ccc2ccccc2c1)C1CCCN(C(=O)c2cccnc2)C1 (centres undefined)	-3%	i	18%	-1.0	3%	1%	-13%	0.3%	i

(list continues)
SMILES	A549 viability	S2 tox	HepG2 viability	CCT modulator	Nrf2 inh	MmCpn inh	TGFb inhibitor	Nrf2 activator	pAkt inh
CCCOc1ccc(CNC(=O)C2CCCN(c3nc4c(C)cc(C)cc4s3)C2)cc1 (centres undefined)	2%	/	-1%	/	?	/	2%	0.3%	/
CCOc1ccc(-c2cccc(NS(=O)(=O)c3c(C)cc(C)cc3C)c2)nn1	-2%	?	-37%	/	/	/	20µM*	-1.0%	/
CCCCN1CC(=O)N2[C@H]3c4cc(Br)ccc4OC[C@@H]3[C@H](C(=O)OCC)[C@]2(C)C1=O	1%	i	5%	0.2	16%	3%	2%	2.4%	i
O=C(NCc1ccc(F)cc1)C(Cc1ccccc1)n1cccc1 (centres undefined)	0%	i	-10%	-0.1	0%	-1%	-11%	-1.4%	i
CCOC(=O)c1c(C)oc2nc(C)nc(NCCc3ccc(OCC)c(OCC)c3)c12	0%	i	-27%	/	?	/	?	0.1%	/
Cc1ccc(S(=O)(=O)NCc2nc(-c3cccc(C)c3)no2)cc1	12%	/	-23%	/	-16%	/	?	2.4%	/
Cc1sc2ncnc(N3CCC(C)CC3)c2c1C	-7%	i	-26%	-0.1	?	0%	-5%	-0.5%	i
Cc1nc2c(=O)[nH]n(C)c2nc1C	/	i	-73%	0.5	/	/	0%	-0.1%	i
CC(NC(=O)c1ccccc1)c1nc2ccccc2n1Cc1ccc(Cl)cc1 (centres undefined)	3%	i	-5%	/	-12%	/	-9%	-0.3%	/
Cc1ccc2cc(CN(Cc3ccco3)C(=S)NCC3CCCO3)c(=O)[nH]c2c1C (centres undefined)	-11%	i	1%	0.3	0%	-13%	-2%	7.1%	i
O=C(CSc1nnc(CNC(=O)c2ccccc2)o1)NCc1ccc2c(c1)OCO2	5%	i	0%	0.2	1%	-3%	1%	0.3%	i
CCOC(=O)/C=C/c1ccc2oc3ccccc3c(=O)c2c1	2%	i	-9%&-16%	0.7	?	3%	6%&-22%	?	i
COc1ccccc1NC(=O)C1=C(C)Nc2nc(SCc3ccccc3C)nn2C1CC(C)C (centres undefined)	2%	i	5%	/	-16%	/	21%	-0.5%	/
Cc1ccc(CNc2nc(NCc3ccccc3)nc3ccsc23)c(C)c1	/	?	-116%	-1.6	/	/	5µM*	-3.5%	i
O=c1cc(OCc2ccccc2)cc[nH]1	-7%	i	18%	-2.2	4%	1%	7%	-0.5%	i
CN(CC(=O)NCc1ccccc1)S(=O)(=O)c1ccc2[nH]c3c(c2c1)CCCC3	-4%	?	-22%	/	-19%	/	?	5.3%	/
CCC(=O)NCCc1cc2ccc(C)c(C)c2[nH]c1=O	-1%	i	-3%	0.1	16%	-3%	-1%	-0.4%	i
Cc1nc(N)sc1C(=O)N/N=C/c1ccc([N+](=O)[O-])cc1	-2%	i	-50%	2.6	6%	1%	0%	2.0%	i
COc1ccc(CN(C(=O)c2snc(C(N)=O)c2N)C(C(=O)NC2CCCC2)c2cc(OC)ccc2OC)cc1 (centres undefined)	-15%	i	-18%	-0.9	-17%	1%	-37%	-0.4%	i
O=S(=O)(NC1CCCCC1)c1ccc(S(=O)(=O)N2CCN3CCCC3C2)cc1 (centres undefined)	-2%	i	-18%	-4.9	-20%	1%	0%	-0.7%	/
Cc1ccc(-c2nc(NCc3ccco3)c3ccccc3n2)cc1	13%	i	-49%	0.8	25%	-3%	?	?	i
Cc1ccc(C(=O)N/C(=C/c2ccc(Cl)cc2)C(=O)N2CCOCC2)cc1	17%	i	-3%	-0.2	7%	2%	6%	1.5%	i
Cc1cc(NC(=O)C(C)SCC(=O)OCc2c(Cl)cccc2Cl)no1 (centres undefined)	1%	i	29%	1.2	7%	-2%	4%	-0.7%	i
C/C(=N\N=C(N)N)c1ccc(Cl)cc1Cl	-8%	i	-50%	-3.8	-4%	4%	?	0.8%	i
COc1ccc(N2CCN(C(=O)COC(=O)c3ccc(C)o3)CC2)cc1	3%	i	0%	0.8	0%	1%	-5%	0.1%	i
NC1=NC[C@H](Cc2ccc(O)cc2)N1CC1CCCCC1	-2%	i	-2%	-0.5	2%	2%	4%	0.0%	i
CCN(CC)c1ccc(NC(=O)c2cccnc2)c(C)c1	-4%	i	-12%	2.3	-6%	-3%	20%	-0.9%	i
CCN(CC)C(=O)CSc1nnc(-c2ccccc2)c(-c2ccccc2)n1	-5%	i	-2%	-0.9	-9%	0%	-13%	0.3%	i
Cn1nnc(NC(=S)NC(=O)c2cc(Cl)ccc2Cl)n1	2%	i	-36%	1.5	3%	-2%	?	22%	i

As a short view, 2 of the compounds above:
SMILES	A549 viability	S2 tox	HepG2 viability	CCT modulator	Nrf2 inh	MmCpn inh	TGFb inhibitor	Nrf2 activator	pAkt inh
COC(=O)c1ccc(S(=O)(=O)N2CCCCCC2)n1C	-3%	?	8%	1.1	-7%	0%	-18%	0.3%	i
CCOC(=O)C1=CCN(S(=O)(=O)c2ccccc2[N+](=O)[O-])C1c1ccc(C)cc1 (centres undefined)	/	?	-4%	-0.9	/	/	?	12%	i

Arranged by the number under MmCpn inh (lowest first): some entries from above
molecule,CCT modulator,MmCpn inh,TGFb inhibitor,pAkt inh
Cc1ccc2cc(CN(Cc3ccco3)C(=S)NCC3CCCO3)c(=O)[nH]c2c1C (centres undefined),0.3,-13%,-2%,i
CCN(CC)c1ccc(NC(=O)c2cccnc2)c(C)c1,2.3,-3%,20%,i
CCOC(=O)/C=C/c1ccc2oc3ccccc3c(=O)c2c1,0.7,3%,6%&-22%,i
